M5 antag: human M5 muscarinic receptor antagonists, primary screen, CHO cells, Fluo-8 calcium fluorescence | Muscarinic acetylcholine receptor M5 (Homo sapiens), P08912 | CHO-hM5 cells, ACh EC80 | inhibition, % at 3 µM | actives 0.59% (n = 360,000) | AID 624040, 2012;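 active means inhibition above a per-plate cutoff, the mean of that plate's test compounds plus 3 SD, cut at about 27% in these data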;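 further: 0% = acetylcholine EC80 with DMSO and 100% = DMSO without agonist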
CHRM1 PAM: human M1 muscarinic receptor positive allosteric modulators, primary screen, CHO-K1 cells, Fluo-8 calcium fluorescence, 1536-well; AID 588819, 2011; activation, % at 3 µM; actives 0.088% (n = 360,000); CHO-K1 hM1, ACh EC20; 0% = ACh EC20, 100% = maximal ACh; Muscarinic acetylcholine receptor M1 (Homo sapiens), P11229; in the data active means activation above about 19%, passing the limit was not always enough
Target sequence (P11229 whole entry, looked up): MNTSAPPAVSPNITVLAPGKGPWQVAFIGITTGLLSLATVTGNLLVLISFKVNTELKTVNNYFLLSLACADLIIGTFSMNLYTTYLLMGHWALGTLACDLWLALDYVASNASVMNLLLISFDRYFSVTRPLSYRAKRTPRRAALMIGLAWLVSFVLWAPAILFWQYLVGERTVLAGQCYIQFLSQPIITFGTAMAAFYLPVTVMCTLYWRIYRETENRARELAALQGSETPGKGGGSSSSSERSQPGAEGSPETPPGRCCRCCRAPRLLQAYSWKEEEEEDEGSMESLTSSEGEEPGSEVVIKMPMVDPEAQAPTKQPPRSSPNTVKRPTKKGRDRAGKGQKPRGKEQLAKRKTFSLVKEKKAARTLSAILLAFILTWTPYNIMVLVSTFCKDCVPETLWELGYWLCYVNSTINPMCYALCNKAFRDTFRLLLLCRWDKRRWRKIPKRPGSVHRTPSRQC
CRFR2-BP ag: agonists of CRF-BP/CRF-R2 complex, primary screen, cell-based, HEK293, calcium dye fluorescence, uHTS; actives 0.46% (n = 350,000); calcium dye fluorescence (FLIPR); percent of saturating CRF peptide response; activation, % at 13.2 µM; AID 588473, 2011;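 active means activation of at least 50%, plus an integration ratio under a set limit after plate pattern correction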;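 further: plate controls were neutral control wells without compound for no effect and CRF at EC100 for full effect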
CHRM5 PAM: human M5 muscarinic receptor positive allosteric modulators, primary screen, CHO-K1 cells, Fluo-8 calcium fluorescence. actives 0.3% (n = 360,000). CHO-K1 hM5, ACh EC20 PAM; 0% = ACh EC20, 100% = ACh EC100. activation, % at 3 µM. AID 624038, 2012. Muscarinic acetylcholine receptor M5 (Homo sapiens), P08912;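 active means activation above the run cutoff, the mean activation of all test compounds plus 3 SD, cut at about 18% in these data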
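System: CHO-K1 hM5 cells. Reagent: acetylcholine, EC20 level. Compound dosing: single dose, 3 µM nominal final test concentration. Timing: Post-acetylcholine fluorescence recording 140 s. Detection: Fluo-8 calcium fluorescence. Read-out: % activation, ACh-normalized. Benchmarks: ACh EC20 and EC100 wells. Repeats: singlicate, one well per test compound.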
CHRM4 agonist: human M4 muscarinic receptor agonists, primary screen, CHO-K1 cells, Fluo-8 calcium fluorescence. CHO-K1 hM4/Gqi5; vehicle 0%, full acetylcholine response 100%. activation, % at 3 µM. AID 624127, 2012. actives 0.14% (n = 360,000);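 active means activation above the run mean over all test wells plus 3 SD, cut at about 32% in these data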;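 further: peak over basal fluorescence ratio per well then scaled between controls; 0% = DMSO wells and 100% = acetylcholine at EC100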
Target sequence (P08173 whole entry, looked up): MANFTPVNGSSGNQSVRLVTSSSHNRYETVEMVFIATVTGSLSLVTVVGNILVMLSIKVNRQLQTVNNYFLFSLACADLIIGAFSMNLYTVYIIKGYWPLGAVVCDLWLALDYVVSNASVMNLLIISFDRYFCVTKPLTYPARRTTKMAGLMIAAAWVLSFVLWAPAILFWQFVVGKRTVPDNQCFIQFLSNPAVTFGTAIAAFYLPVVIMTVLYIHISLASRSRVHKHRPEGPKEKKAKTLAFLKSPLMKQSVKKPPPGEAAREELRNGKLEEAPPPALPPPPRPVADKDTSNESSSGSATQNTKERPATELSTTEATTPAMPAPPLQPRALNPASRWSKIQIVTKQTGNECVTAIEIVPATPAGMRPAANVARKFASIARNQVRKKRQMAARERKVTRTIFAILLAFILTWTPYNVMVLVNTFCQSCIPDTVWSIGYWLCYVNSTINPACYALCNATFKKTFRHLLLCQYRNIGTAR
M4 antag: human M4 muscarinic receptor antagonists, primary screen, CHO cells, Fluo-8 calcium fluorescence. inhibition, % at 3 µM. AID 624125, 2012. actives 0.73% (n = 360,000). CHO-hM4 cells, ACh EC80;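 active means inhibition above its plate's cutoff, the mean inhibition of sample wells plus 3 SD, cut at about 27% in these data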;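 further: 0% = acetylcholine EC80 with DMSO and 100% = DMSO without agonist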
CHRM1 antagonist: human M1 muscarinic receptor antagonists, primary screen, CHO-K1 cells, Fluo-8 calcium fluorescence, 1536-well; CHO-K1 hM1, ACh EC80 antagonist; inhibition, % at 3 µM; AID 588852, 2011; Muscarinic acetylcholine receptor M1 (Homo sapiens), P11229; actives 1.3% (n = 360,000);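 active means percent inhibition above its own plate's cutoff, namely the mean of that plate's compound wells plus 3 SD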;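 further: peak over basal fluorescence ratio during 140 s after agonist addition; 0% = ACh EC80 plus DMSO and 100% = DMSO alone without agonist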
CHRM4 PAM: human M4 muscarinic receptor positive allosteric modulators, primary screen, CHO-K1 cells, Fluo-8 calcium fluorescence; AID 624126, 2012; actives 0.4% (n = 360,000); Muscarinic acetylcholine receptor M4 (Homo sapiens), P08173; activation, % at 3 µM; CHO-K1 hM4/Gqi5, ACh EC20; 0% = ACh EC20, 100% = maximal ACh;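 active means activation above its plate's cutoff, the mean activation of sample wells plus 3 SD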; further: some results filed as inactive read as strong as hits
CHRM5 agonist: human M5 muscarinic receptor agonists, primary screen, CHO-K1 cells, Fluo-8 calcium fluorescence; Muscarinic acetylcholine receptor M5 (Homo sapiens), P08912; CHO-K1 hM5 cells; 0% DMSO wells, 100% maximal acetylcholine response; activation, % at 3 µM; actives 0.19% (n = 360,000);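 active means activation above the run's mean over test compounds plus 3 SD, cut at about 23% in these data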;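 further: signal is peak over basal fluorescence ratio across the kinetic read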
Active calls of the source: *; . = no result given.

SMILES	M5 antag	CHRM1 PAM	CRFR2-BP ag	CHRM5 PAM	CHRM4 agonist	M4 antag	CHRM1 antagonist	CHRM4 PAM	CHRM5 agonist
CCC1CCC2(CC1)NC(=O)N(CC(=O)Nc1ccc(OC)c(Cl)c1)C2=O (centres undefined)	-7	3	-1.9	2	0	10	-8	-1	-2
N#CCC(=O)N/N=C/c1cc(Br)ccc1OCc1cccc2ccccc12	10	5	3.0	-7	0	10	-8	-9	-2
O=C(NCC1c2ccccc2CCN1C(=O)CN1C(=O)c2ccccc2C1=O)C1CCCCC1 (centres undefined)	-5	5	-3.9	3	0	8	-2	8	-3
COc1cc(NC(=O)c2[nH]cnc2C(N)=O)cc(C(=O)Nc2cccc(C(F)(F)F)c2)c1	11	-3	-0.2	-10	9	7	12	-3	5
Cc1cc2c(=O)n(NC(N)=O)c(C)nc2s1	-6	9	0.2	1	1	-2	-32	3	0
O=C(Nc1cccc(C(=O)N2CCN(c3ccccc3)CC2)c1)c1ccco1	7	1	-0.6	-3	7	0	3	-5	1
O=S(=O)(c1ccc(Cl)cc1)N1CCCc2ccccc21	0	0	0.2	3	-2	-5	-4	-5	-5
O=C(Cc1ccc(-n2c(=O)c3sccc3n(Cc3ccc(F)cc3)c2=O)cc1)NCc1ccco1	-5	6	0.8	-2	1	-36	-16	8	1
Cc1oc(C(=O)O)cc1CSCc1ccoc1C(=O)O	1	5	0.6	1	1	5	-8	-1	-1
CC(=O)Oc1ccc2cc(-c3cccnc3)c(=O)oc2c1	-4	0	0.2	0	2	7	10	0	9
O=C(COC(=O)c1cc(S(=O)(=O)N2CCOCC2)ccc1Cl)NCc1ccccc1	10	1	-2.8	-7	6	-3	-9	1	-2
Cc1nnsc1C(=O)NC1CCCc2c1cnn2-c1cc(F)cc(F)c1 (centres undefined)	7	5	1.2	-1	4	-4	-9	8	1
COc1cc2c(cc1NC(=O)Nc1ccc(C)cc1)oc1ccccc12	-7	4	-0.4	-3	0	-9	-7	-1	-8
O=C(O)c1[nH]c2ccc(Cl)cc2c1CC(=O)N1CCN(C(=O)c2ccco2)CC1	-4	4	0.5	1	0	2	0	6	-1
C=CCOc1ccc2nc(NC(=O)OC)[nH]c2c1	6	5	-1.1	-3	0	12	0	-2	-1
Cc1noc(C)c1S(=O)(=O)Nc1ccc2c(c1)C(=O)N([C@@H](C)CO)C[C@H](C)[C@@H](CN(C)Cc1ccc(C(F)(F)F)cc1)OCCCC[C@H](C)O2	5	-3	4.7	-3	0	-10	-11	4	-1
Cc1ccc(CNC(=O)C2CCN(C(=O)Nc3ccc(C)cc3)CC2)cc1	2	18	-2.7	10	2	-11	-3	12	-2
CCOC(=O)c1cccc(NC(=O)C2CCCN(c3nnc(N4CCCC4=O)s3)C2)c1 (centres undefined)	1	6	-8.9	-8	12	-15	-13	4	3
O=C(Oc1c(Cl)cc(Cl)c2ccccc12)N1CCCC1	4	7	0.1	-2	-2	-10	-12	-1	-4
Cc1c(-c2ccccc2)nc2ccccc2c1C(=O)OCC(=O)Nc1ncc(C(F)(F)F)cc1Cl	18	-14	4.0	-10	3	-2	20	-13	-3
COC(=O)c1c(N2C(=O)CC(Sc3ccccc3C(=O)O)C2=O)sc2c1CCCC2 (centres undefined)	0	-11	0.5	-4	0	1	15	0	-2
COc1cccc(CC(=O)OCC(=O)N(C)CC(=O)Nc2ccc(Cl)c(C(F)(F)F)c2)c1	13	4	2.9	-12	12	-16	-12	3	5
CCOC(=O)N1CCN(C(=O)c2ccc3oc(CCc4ccccc4)nc3c2)CC1	3	-18	-1.6	-2	2	10	17	-8	0
CCOC(=O)c1cc2c(=O)n3ccccc3nc2n(C(C)C)c1=NC(=O)c1c(-c2c(F)cccc2Cl)noc1C	-4	-9	1.0	2	5	-6	4	13	1
COc1ccc(/C=C2\SC(=S)N(CCC(=O)NCCCN3CCOCC3)C2=O)cc1	9	1	-1.6	2	5	-20	-8	2	0

(list continues)
SMILES	M5 antag	CHRM1 PAM	CRFR2-BP ag	CHRM5 PAM	CHRM4 agonist	M4 antag	CHRM1 antagonist	CHRM4 PAM	CHRM5 agonist
O=C(NCCNc1ccc([N+](=O)[O-])cc1C(F)(F)F)c1ccccc1	6	-9	1.1	-8	12	-1	11	-8	3
COc1ccc(C)cc1NC(=O)NC1CCN(Cc2ccccc2)CC1	2	-6	-0.1	4	4	3	4	4	-5
CC(NC(=O)CCc1nnc(C2(c3ccc(Cl)cc3)CCC2)o1)C1CC1 (centres undefined)	8	11	0.3	-7	1	-1	-9	4	-3
CCOC(=O)C1=C2NC(=O)c3ccccc3N2C(=O)C1	8	5	2.7	4	0	0	1	-3	1
Cc1ncc([N+](=O)[O-])n1CC(=O)Nc1cccc(C(F)(F)F)c1	13	-5	5.0	2	0	11	6	-7	0
CC1CCCCC1NC(=O)CCCn1c(=S)[nH]c2ccccc2c1=O (centres undefined)	3	14	-5.5	5	1	-14	-9	0	1
COC(=O)c1ccc(CSc2nc(N3CCOCC3)c3c(c2C#N)CC(C)(C)OC3)o1	-1	5	-0.8	6	0	2	-8	-1	-8
CC(=O)Nc1ccc2c(c1)nc(C)n2-c1ccccc1	-7	7	0.2	-5	1	-5	-12	4	-1
CCOc1ccccc1OCCCC(=O)N(CC)CC(=O)Nc1ccc(NC(C)=O)cc1	0	7	-1.7	0	2	-2	-14	-2	3
Cc1cc2c(c(=O)n1Cc1ccc3c(c1)OCO3)C(c1cccnc1)C(C#N)=C(N)O2 (centres undefined)	1	1	-0.9	4	-2	-12	1	20	4
N/C(=N\OC(=O)c1ccccc1)c1ccncc1	-1	4	-1.9	4	1	-4	-1	-4	-2
O=C(NC1CCN(S(=O)(=O)c2ccccc2C(F)(F)F)CC1)c1ccco1	-4	2	-1.3	10	2	-7	-10	4	-2
CC(C)(C)c1ccc(OCC(=O)N2CCN(c3ncccn3)CC2)cc1	-1	-1	-0.7	-10	6	3	-2	1	0
CCCNC(=O)C1(C)CCN(C(=O)Cc2ccc(OC)c(OC)c2)C1 (centres undefined)	-16	5	.	3	0	-29	-1	12	-1
COc1ccc(CNC(=O)c2ccc(-c3ccc(F)c(F)c3)c3ccoc23)cc1OC	3	-3	.	-4	4	-15	-6	3	0
COc1cc(C2CC(=O)Oc3cc4c(cc32)OCO4)cc(OC)c1OC (centres undefined)	0	-5	-7.7	3	0	1	9	-2	0
CCOC(=O)CN1CC23C=CC(O2)C(C(=O)NCc2cccs2)C3C1=O (centres undefined)	-6	11	-0.2	14	0	0	-8	7	-3
O=C(NCc1cccnc1)c1cnc2n(c1=O)CCS2	-4	-1	0.6	-1	1	16	0	3	5
N=C(c1cccc([N+](=O)[O-])c1)N1CCCCCC1	-6	0	-1.1	-3	3	-4	-3	-4	-11
CC(NC(=O)COC(=O)c1cn(-c2ccccc2)nc1-c1cccs1)c1ccccc1 (centres undefined)	-11	9	-0.9	0	0	-11	-4	-1	-3
CCOC(=O)C1CCN(C(=O)C2CC(=O)N(c3ccc(C)cc3)C2)CC1 (centres undefined)	13	1	-0.4	-7	0	-1	-7	2	2
CC(C)NC(=O)c1cccc(Cn2cc(Cl)cn2)c1	-14	12	-0.2	8	0	5	-11	4	-3
CC12CCC(=O)C=C1CCC1C2CCC2(C)C(c3csc(N)n3)CCC12 (centres undefined)	19	-27	0.4	-35	19	47*	79*	-15	-4
NC(=O)c1ccc(Cn2c(C(=O)c3ccc(Cl)cc3)c3ccccc3[n+]2[O-])cc1	7	9	-3.2	5	1	6	-1	9	0
COC(=O)CCCCCCCCC(=O)Nc1nc2ccccc2s1	-11	7	3.6	17	3	-4	3	13	-6

Additional records follow.
SMILES	M5 antag	CHRM1 PAM	CRFR2-BP ag	CHRM5 PAM	CHRM4 agonist	M4 antag	CHRM1 antagonist	CHRM4 PAM	CHRM5 agonist
CCN(CC)c1nc2n(c(=O)n1)CCO2	-6	7	-0.9	-2	1	-5	-10	10	-5
CC1(C)Cc2cccc(OCC(N)=O)c2O1	8	9	0.3	0	0	-8	-12	8	-2
COC(=O)c1ccccc1NC(=O)CSc1nc(N)cc(=O)[nH]1	-7	0	4.6	8	0	-17	5	-4	-2
Cc1c(C(=O)NCc2ccccc2)c(-c2ccccc2)nn1-c1ccccc1	-4	4	1.4	-1	7	-12	-1	8	-2
Cc1ccc(S(=O)(=O)CC(=O)NC(C)(C)C)cc1	-5	5	-0.2	4	1	2	-5	5	0
CC(=O)NCCOC(=O)c1nn(Cc2ccccc2)c(=O)c2ccccc12	7	1	-3.4	-2	1	-3	-5	2	0
N#CCCn1nc(-c2ccccc2)c2ccccc2c1=O	6	7	-2.0	1	0	7	-6	-2	-3
O=C1c2ccccc2C(Nc2ccc(F)c(Cl)c2)N1c1ccccn1 (centres undefined)	3	4	-0.7	-5	0	2	-4	-1	2
O=C(NC(=S)Nc1ccccc1)C1CCCCC1	13	2	-0.6	-4	-1	9	2	0	-5
Cn1nnnc1SCC(=O)NCc1ccccc1	-3	2	0.7	-1	0	-10	2	7	-1
CCOC(=O)CSC1=C(C#N)C(c2sccc2C)CC(=O)N1 (centres undefined)	-3	3	-11	0	0	11	-8	3	-1
Cc1nc(NS(=O)(=O)c2ccccc2)sc1NC(=O)OC(C)C	-3	8	-1.0	7	0	3	-7	2	-1
Cc1[nH]n(C(C)(C)C)c(=O)c1Sc1ccc(Cl)cc1	-12	4	2.7	6	1	4	2	15	-2
NC(Cc1ccc(Cl)cc1)c1csc(NC(=O)Nc2ccccc2)n1 (centres undefined)	7	-2	.	1	28	27*	13	-2	4
CCC(=O)N1N=C(c2ccc(C)cc2)CC1c1ccco1 (centres undefined)	4	10	-2.7	-2	-3	-9	-14	-3	-6
CC(=O)c1ccc(OC(=O)N2CCOCC2)cc1	2	1	0.1	-3	.	-8	-10	-2	-1
O=C(COC(=O)C1CCCCC1)NCCc1ccccc1	-9	11	-3.1	-1	0	11	-6	1	-3
COc1ccc(-c2cc(C)no2)cc1S(=O)(=O)N(C)c1ccc(C)c(C)c1	17	7	2.7	-5	8	-4	-12	-4	-2
Cc1ccc(-c2noc(-c3ccccc3C(=O)NCc3ccco3)n2)cc1	9	-9	-2.7	-11	11	5	17	-20	-5

Compound activity as filed in PubChem BioAssay.
